# Compound activity deposited in PubChem by National Center for Advancing Translational Sciences (NCATS).
# TDP1 block: qHTS Assay for Inhibitors of Tyrosyl-DNA Phosphodiesterase (TDP1); Tyrosyl-DNA phosphodiesterase 1 (Homo sapiens), Q9NUW8; recombinant TDP1, AlphaScreen DNA substrate cleavage; Potency, µM (titrated, usually from 130 µM), for inactives: top-dose activity change, negative = inhibition, most hits filed as inhibitors; 350,000 compounds, 0.28% hits; AID 485290, 2010; active = well fitted inhibition curve with a large enough effect; note: nearly all actives have a fitted effect of over 40% in size
# Target sequence (Q9NUW8 whole entry, looked up): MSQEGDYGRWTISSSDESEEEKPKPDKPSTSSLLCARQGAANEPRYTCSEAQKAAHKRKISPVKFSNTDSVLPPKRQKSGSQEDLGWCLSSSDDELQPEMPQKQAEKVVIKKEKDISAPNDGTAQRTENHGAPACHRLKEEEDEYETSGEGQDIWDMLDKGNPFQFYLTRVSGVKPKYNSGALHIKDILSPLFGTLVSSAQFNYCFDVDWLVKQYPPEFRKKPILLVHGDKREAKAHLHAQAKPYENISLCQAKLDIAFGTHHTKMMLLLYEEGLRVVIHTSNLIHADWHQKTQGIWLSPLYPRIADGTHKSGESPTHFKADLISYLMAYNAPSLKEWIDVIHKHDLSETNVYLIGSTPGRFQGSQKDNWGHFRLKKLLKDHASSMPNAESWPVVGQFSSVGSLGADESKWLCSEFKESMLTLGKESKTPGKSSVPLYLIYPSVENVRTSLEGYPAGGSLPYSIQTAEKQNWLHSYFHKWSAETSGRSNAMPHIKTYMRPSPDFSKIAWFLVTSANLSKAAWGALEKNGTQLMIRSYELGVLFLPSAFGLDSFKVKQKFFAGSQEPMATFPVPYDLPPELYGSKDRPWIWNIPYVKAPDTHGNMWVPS
#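 Signal: AlphaScreen proximity between streptavidin donor and anti-FITC acceptor beads on intact substrate. Reaction: Tdp1 1 nM, substrate 15 nM final, 5 min RT after 15 min compound preincubation.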
# The depositor's hits bear a star; & = joins results of further samples; [ ] = dose if it differs, or a comment. % is set by controls: 0 for no effect and ±100 for the full control effect; potency is the fitted concentration of half-maximal effect. This is a subset, so the mix of outcomes need not match the whole.
TDP1 block,SMILES
2.7%,COC(=O)c1ccc(/C=N/NC(=O)CCSc2nc3ccccc3s2)cc1
0.0%,COc1ccc(S(=O)(=O)NCCCO)cc1-c1nnc2c3ccccc3c(C)nn12
1.8%,CCOC(=O)Cn1c(=O)n(CC2CCCO2)c2nc(-c3ccc(C)cc3)nc(C(N)=O)c21 (stereo not given)
12.8%,OC1c2ccccc2N=C2CCCN21 (stereo not given)
2.5%,CCOC(=O)C(C)c1c(C(=O)c2ccc(C)nc2)c2ccccc2n1C (stereo not given)
2.0%,Clc1ccc2[nH]c3c(NCC4CCCO4)ncnc3c2c1 (stereo not given)
4.3%,Cc1nn(-c2ccccc2)c(NC(=O)NS(=O)(=O)c2ccc(Cl)cc2)c1C#N
-0.6%,N#Cc1ccc(COC(=O)c2ccccn2)cc1
11.1%,COC(=O)[C@H]1C[C@@H]1[C@H](NC(C)=O)c1ccccc1
1.3%,NC(=O)CC[C@@H]1NC(=O)C(Cc2ccc(O)cc2)NC(=O)c2cc([N+](=O)[O-])cc(F)c2NCCC[C@@H](C(N)=O)NC1=O (stereo not given in full)
3.9%,O=C(N[C@@H](Cc1ccccc1)C(=O)O)c1ccccc1
0.5%,O=S(=O)(NCc1cccs1)c1ccc(Br)s1
3.3%,CCCC[C@@H]1C[C@H]1C(NC(=O)Cc1ccccc1)c1ccc(-c2ccccc2)cc1 (stereo not given in full)
2.1%,CC(C(=O)Oc1ccc2c(c1)OCO2)N1C(=O)c2ccccc2C1=O (stereo not given)
14.7%,COC(=O)[C@@]1(Cc2ccc(OC)cc2)[C@H]2c3cc(C(=O)N4CCCC4)n(CCc4ccc(O)c(OC)c4)c3C[C@H]2CN1C(=O)c1ccccc1
-2.2%,N#Cc1nc(Nc2ccc(Br)cc2)nc(NC2CCCC2)n1

# Sorted by value in TDP1 block (smallest number first): three of the compounds above
TDP1 block,SMILES
2.1%,CC(C(=O)Oc1ccc2c(c1)OCO2)N1C(=O)c2ccccc2C1=O (stereo not given)
2.5%,CCOC(=O)C(C)c1c(C(=O)c2ccc(C)nc2)c2ccccc2n1C (stereo not given)
14.7%,COC(=O)[C@@]1(Cc2ccc(OC)cc2)[C@H]2c3cc(C(=O)N4CCCC4)n(CCc4ccc(O)c(OC)c4)c3C[C@H]2CN1C(=O)c1ccccc1

# Next part:
TDP1 block,SMILES
2.1%,CC(C)c1ccc(NC(=O)CCNS(=O)(=O)c2ccc3c(c2)CCCC(=O)N3)cc1
4.2%,Cc1nc2cc(-c3cccc(Cl)c3)nn2c(N2CCN(C(=O)c3ccco3)CC2)c1C
2.7%,Cc1nc(N2CCOCC2)c2nc(-c3ccccc3)n(CCN(C)C)c2n1
-0.4%,Oc1ccc(CNc2ccc(C(F)(F)F)cc2F)c2cccnc12
-9.7%,C=CCCN(C(Cc1ccccc1)C(=O)OC)S(=O)(=O)c1cc(Br)ccc1Br (stereo not given)
20.7%&20.7%,Oc1ccc(Nc2nc(-c3ccc(Cl)cc3)cs2)cc1
4.8%,COc1ccc(CNC(=O)C2CCN(C(=O)[C@@H](CC(C)C)NC(=O)OC(C)(C)C)CC2)cc1
-5.8%,COc1ccc(C(=O)N(Cc2ccccc2)Cc2cccs2)c(O)c1
4.5%,COC(=O)[C@H]1C[C@@H]1[C@H](NC(=O)Oc1ccc(F)cc1)c1ccccc1
5.6%,CSc1ncccc1C(=O)OCc1ccc(COC(=O)c2cccnc2SC)cc1
7.5%,CCC/C=C(\CCC)C(NP(=O)(c1ccccc1)c1ccccc1)c1ccc(-c2ccccc2)cc1 (stereo not given)
-8.6%,CNC(=O)c1c(N)sc2c1CCCCC2
15.4%[21 µM],CC[C@H](CO)NCCN[C@@H](CC)CO
-2.6%,CCOC(=O)c1ccc(-n2c(CC)nc3ccccc3c2=O)cc1
8.9%,CCCC1OC2CC3C4CCC5=CC(=O)C=CC5(C)C4C(O)CC3(C)C2(C(=O)CO)O1 (stereo not given)
2.6%,CCCN(CCC)C(=O)c1c(C)[nH]c(C(=O)OCC)c1C
1.1%,Cc1ccc2nc3n(c(=O)c2c1)-c1cc(Cl)ccc1C(=O)NC3Cc1ccccc1 (stereo not given)
3.9%,COc1cccc(CN2C(=O)C3CCCN3c3ccc(S(=O)(=O)N4CCOCC4)cc32)c1 (stereo not given)
5.3%,CCCCCn1c(=O)c(-c2nc3ccccc3c(=O)[nH]2)c(O)c2ccccc21
8.7%[21 µM],Cc1n[nH]c(=O)[nH]c1=O
0.0%,Cc1cccn2c(=O)c(C=NCCO)c(Nc3ccc(Cl)cc3)nc12
6.9%,COC(=O)[C@@H]1OC(c2ccccc2)O[C@H]1C(=O)OC
14.9%[12.3 µM],CC(=O)Nc1ccc(S(=O)(=O)N2CCc3nc(-c4ccccc4)c4c(c3C2)CO[C@@H](C)C4)cc1
2.8%,CCc1ccc(NCc2cc3ccc(OC)cc3n(CC(=O)Nc3ccc(C)c(Cl)c3)c2=O)cc1
-1.0%,CCc1ccc(NC(=O)CN2C(=O)CC(c3ccccc3)Sc3ccccc32)cc1 (stereo not given)
9.8%&7.5%,CCCCC/C=C\C[C@H](O)/C=C/C=C\C/C=C\CCCC(=O)O
6.9%[21 µM],CCOC(=O)CCN1C(=O)[C@H]2[C@H]3[C@H](O)[C@H](O)C/C(=N/OCC(C)C)[C@@H]3CC[C@@H]2C1=O
10.2%,Cc1cccc(-c2nn(C(=S)Nc3ccccc3)cc2-c2ccnc3ccccc23)n1
-1.2%,Cc1ccc(OCCOCCn2cnc3ccccc3c2=O)cc1C
-1.6%,O=C(Cn1nc(-c2ccccc2)ccc1=O)Nc1cccc(NC(=O)c2ccccn2)c1
5.8%[21 µM],CC1C=CCCOC1c1ccccc1 (stereo not given)
0.5%,O=S(=O)(c1ccc2c(c1)OCO2)N1CCN(S(=O)(=O)c2c(F)cccc2F)CC1
9.9%,Oc1ccc(C=Nc2ccc3ncccc3c2)c(O)c1
2.7%,CCCC[C@@H]1C[C@H]1C(NC(=O)c1cccs1)c1ccc(-c2ccccc2)cc1 (stereo not given in full)
9.1%,CCCCCCC(=O)N1C/C=C\C(c2ccc(OC)cc2)N(Cc2ccc(F)cc2)C(=O)C1Cc1ccccc1 (stereo not given)
6.9%,FC(F)(F)c1cc(NC(=S)Nc2ccc3cc4ccccc4cc3c2)cc(C(F)(F)F)c1
6.9%[21 µM],C#CCCCO/N=C1/C[C@@H](O)[C@@H](O)[C@@H]2[C@@H]3C(=O)N([C@@H](C)c4ccccc4)C(=O)[C@H]3CC[C@H]12
4.7%,Cc1ccc(CN2C(=O)C3CCCN3c3ccc(C#N)cc32)cc1 (stereo not given)
0.7%,Cc1ccc(NS(=O)(=O)c2ccc3c(c2)N(C)C(=O)CO3)cc1C
-7.3%,Cc1c(C(O)(c2ccccc2)c2ccccc2)[n+]2ccccc2n1C
2.1%,CC(=O)N1CC=CC1(CC(C)C)C(=O)NCC1CC1 (stereo not given)
4.9%,Cn1c(=O)oc2cc(S(=O)(=O)N3CCCC(C(=O)N4CC=C(c5ccccc5)CC4)C3)ccc21 (stereo not given)
3.8%,CN1C(=O)CC2(C=CC(=O)C=C2OC(=O)c2ccccc2)c2ccccc21 (stereo not given)
14.6%[12.3 µM],CC1(OC(=O)c2ccc(Cl)nc2)C(=O)C=c2cc(-c3ccsc3)ncc2=C1OC(=O)C1CCCC1 (stereo not given)
-2.6%,NC(=O)C[C@@H]1NC(=O)c2cc([N+](=O)[O-])cc(F)c2NCCCC[C@@H](C(N)=O)NC(=O)[C@H](CO)NC1=O
-1.9%,COc1ccc(OC)c(C2C(C(=O)Nc3ccc(C)cc3)=C(C)Nc3nnnn32)c1 (stereo not given)
21.3%,COC(=O)/C=C/c1cccc(N(Cc2ccc(-c3ccc(N(C)C)cc3)cc2)C(=O)C2CCCCC2)c1
8.6%[12.3 µM],COc1ccc(NC(=O)N2CCc3nc(-c4ccccc4)c4c(c3C2)CO[C@@H](C)C4)cc1
4.8%[21 µM],CCCCc1nc2c(c3c1CC(C)OC3)CN(CCC(C)C)CC2 (stereo not given)
11.8%,COc1ccc(OC)c(CCNC(=O)Cn2sc3nc(C)cc(C)c3c2=O)c1
6.9%[21 µM],C=C1C=C(Br)C2(OCCCO2)[C@H]2OC12 (stereo not given in full)
-19.1%,COc1ccc(C2Nc3ccccc3C(=O)N2Cc2ccc(CNC(=O)CO)cc2)cc1COc1ccc(NC(C)=O)cc1 (stereo not given)
0.0%,C=CCN1/C(=C2/SC(=S)N(C)C2=O)Sc2ccccc21
1.5%,COc1ccc(Br)cc1C1C2C=CCCC2(C)C(=O)N1Cc1ccccc1 (stereo not given)
6.5%,Cc1ccccc1Nc1sc(C(=O)c2ccc3c(c2)OCO3)c(N)c1S(=O)(=O)c1ccccc1
2.8%,COCCCNC(=O)c1c(C)nn(-c2ccc(F)cc2)c1-n1cccc1

# Remaining list, next part:
TDP1 block,SMILES
8.91µM*,O=C(NCc1ccccn1)c1ccc2nc(-c3ccco3)c(-c3ccco3)nc2c1
28.5%,Cc1[nH]c(/C=C2/C(=O)Nc3ccc(S(=O)(=O)Cc4c(Cl)cccc4Cl)cc32)c(C)c1C(=O)N1CCCC1CN1CCCC1 (stereo not given)
4.4%[21 µM],COc1ccc(-c2nc3c(c4c2C[C@H](c2ccccc2)OC4)CN(S(=O)(=O)c2ccc(Cl)c4nonc24)CC3)c(C)c1
13.3%[21 µM],COc1ccc2c(c1)N(C[C@@H](C)CN(C)C)c1ccccc1S2
-0.5%[21 µM],C#CCCCO/N=C1/[C@H]2O[C@@H]2[C@@H](O)[C@H]2[C@H]1CCn1c(=O)n(-c3ccccc3)c(=O)n12
7.9%[21 µM],CC12C=C(/C=C/c3ccccc3)C(C)(C1)C(c1ccccc1)CC2=O (stereo not given)
5.6%,Cc1ccc(-c2cc(C3C4C=CCC(C)C4C(=O)N3Cc3ccccc3)ccc2F)cc1 (stereo not given)
0.2%,COc1ccc(C2Nc3ccccc3C(=O)N2Cc2ccccc2)cc1COc1cccc(C(F)(F)F)c1 (stereo not given)
9.5%,COc1cc(C(=O)O[C@H]2C/C(C)=C/CC/C(C)=C/[C@@H](O)C2C(C)C)ccc1O (stereo not given in full)
2.0%,CN(C)CCCN1C(=O)C(=O)/C(=C(/O)c2ccccc2)C1c1ccccn1 (stereo not given)
6.6%,COc1cc(C2NC(C(=O)O)CS2)ccc1OCc1ccccc1C#N (stereo not given)
1.6%,N#Cc1ccc(S(=O)(=O)N2CCN(S(=O)(=O)c3ccc4c(c3)OCCO4)CC2)cc1
9.1%,Cc1cccc(CN2CC34C=CC(CC3S2(=O)=O)O4)c1 (stereo not given)
-1.1%,N#Cc1nc(Nc2cc(F)cc(F)c2)nc(NC2CCCC2)n1
-3.4%,CCN(CC)CCCN1C(=O)C(O)=C(C(C)=O)C1c1cccc(OC)c1 (stereo not given)
2.3%,Cc1cc(=O)[nH]c(N/N=C/c2cccc([N+](=O)[O-])c2)n1
6.9%[21 µM],C/C(CCN1CCc2nc(-c3ccccc3)c(-c3ccccc3)cc2C1)=N\O[C@@H](C)c1cn([C@H](CO)Cc2ccccc2)nn1
-6.7%,Cc1ccc(Cn2ncc3c4sc(C)cc4n(C)c3c2=O)cc1
2.6%,CCCc1cc(=O)oc2cc(OCC(=O)OC)cc(OCC(=O)OC)c12
6.9%,COCCNc1nc(C)nc2c1nc(-c1ccccc1)n2CC1CCN(C)CC1
4.7%,Cc1sc2ncn(CC(=O)OC(C)C)c(=O)c2c1C
2.1%,CCN(CC)CCCn1c(-c2ccccc2)nc2c(N(CCOC)CCOC)nc(C)nc21
5.8%[21 µM],CO[C@@H]1/C=C\CC(=O)N[C@@H](C)C(=O)OC[C@H](NS(=O)(=O)c2ccc(C)cc2)[C@H](C)/C=C\CC(=O)OC[C@H]1C
-5.6%,Cc1cc(C)c2c(=O)c(/C=C3\NC(=S)NC3=O)coc2c1

# Pulled by compound from above (7):
TDP1 block,SMILES
6.9%,COCCNc1nc(C)nc2c1nc(-c1ccccc1)n2CC1CCN(C)CC1
2.1%,CCN(CC)CCCn1c(-c2ccccc2)nc2c(N(CCOC)CCOC)nc(C)nc21
4.7%,Cc1sc2ncn(CC(=O)OC(C)C)c(=O)c2c1C
-5.6%,Cc1cc(C)c2c(=O)c(/C=C3\NC(=S)NC3=O)coc2c1
5.8%[21 µM],CO[C@@H]1/C=C\CC(=O)N[C@@H](C)C(=O)OC[C@H](NS(=O)(=O)c2ccc(C)cc2)[C@H](C)/C=C\CC(=O)OC[C@H]1C
-6.7%,Cc1ccc(Cn2ncc3c4sc(C)cc4n(C)c3c2=O)cc1
2.6%,CCCc1cc(=O)oc2cc(OCC(=O)OC)cc(OCC(=O)OC)c12

# (next part)
TDP1 block,SMILES
5.4%,N#Cc1cc([N+](=O)[O-])ccc1NC(=O)COC(=O)CCC1CCCCC1
2.1%,CC(=O)c1ccc(NS(=O)(=O)c2ccc3c(c2)NC(=O)CCS3)cc1
6.9%[21 µM],CO[C@@H]1COC(=O)[C@H]2CCCN2C(=O)C/C=C\[C@@H](C)[C@H](OC)COC(=O)[C@H]2CCCN2C(=O)C/C=C\[C@H]1C
-9.3%&-5.8%,CCOC(=O)CC(NC(=O)Cn1nnc(-c2ccccc2C)n1)c1ccc(OC)cc1 (stereo not given)
10.0%,C/C(=C\C[Si](C)(C)C)CCC=O
6.9%&3.7%&0.5%&-0.5%&7.9%[21 µM],CC1CCC2C(=O)OC(COc3ccc(C(C)(C)C)cc3)CN2C1c1ccc(Br)cc1 (stereo not given)
9.6%,c1ccc(-c2ccc(-c3nccc4ccccc34)[nH]2)cc1
4.1%,O=C(Nc1nnc(C2=COCCO2)o1)c1ccc(Br)cc1
3.6%,COc1cccc(C2c3c(ncn(-c4cccc(Br)c4)c3=N)Oc3ccc4ccccc4c32)c1 (stereo not given)
3.7%[21 µM],C/C(CCN1CCCCc2nc(C)c(C)cc21)=N\OC[C@@H](O)COCc1ccco1
9.0%[21 µM],C=C(C)C(O)/C=C/CCCCCCC (stereo not given)
5.9%,CC(=NCc1ccncc1)C1=C(O)c2ccccc2C1=O
5.7%[56.1 µM],CC(=O)/C(C)=N/O
